# All columns: NCI-60 one-dose screen, growth in % after 48 h at 10 µM unless noted; 100 = growth as untreated, 0 = no growth, -100 = all killed.
# OVCAR-8: OVCAR-8 ovarian cancer | actives 4.4% (n = 81,000) | AID 1794782
# RXF 393: RXF 393 renal cancer cells; actives 6.9% (n = 77,000); AID 1794773
# IGROV1: IGROV1 ovarian cancer | actives 4.7% (n = 79,000) | AID 1794786
# OVCAR-5: OVCAR-5 ovarian cancer; actives 2.9% (n = 82,000)
# OVCAR-4: OVCAR-4 ovarian cancer cells; actives 3.7% (n = 80,000)
# A498: A498 renal cancer cells. actives 5.4% (n = 76,000)
# ACHN: ACHN renal cancer. actives 4.9% (n = 81,000). AID 1794771
# SK-OV-3: SK-OV-3 ovarian cancer cells. actives 3.2% (n = 80,000)
# OVCAR-3: OVCAR-3 ovarian cancer; actives 7% (n = 79,000); AID 1794787
# Active calls of the source: *; x = no result given; & = joins results of further samples; [ ] = dose if it differs, or a comment. Rule for the calls: active = growth percent below 10; inactive = the rest.
1) C/C(=N/NC(N)=O)c1ccco1
2) Oc1ccc(-c2ncc(-c3cccnc3)o2)cc1
3) CSC1=NCCCN1
4) COc1ccc(CC(=O)N2CCc3cc(OC)c(OC)cc3C2O)cc1OC (centres undefined)
5) C[C@H]1[C@H](C)CC[C@]2(C(=O)NCCCNCCCCNCCCN)CC[C@]3(C)C(=CC[C@@H]4[C@@]5(C)C/C(=C/c6ccncc6)C(=O)C(C)(C)[C@@H]5CC[C@]43C)[C@H]12
6) O=C(O)c1ccccc1.[Ag]
7) NS(=O)(=O)c1ccc(-n2c(-c3ccccc3)nc(/C=C3\C=Nc4ccccc43)c2O)cc1
8) c1ccc(-c2nc3nonc3nc2-c2ccccc2)cc1

Screen / compound no.,1,2,3,4,5,6,7,8
OVCAR-8,106,94,87,101,102,97,89,73
RXF 393,108,95,140,102,102,106,98,51
IGROV1,104,101,x,x,96,116,104,61
OVCAR-5,100,89,98,96,101,102,110,82
OVCAR-4,110,84,109,101,102,95,106,23
A498,111,94,110,112,98,x,67,-11*
ACHN,102,79,92,95,96,111,x,54
SK-OV-3,84,105,102,111,101,109,104,74
OVCAR-3,104,103,108,117,112,113,98,13

9) Cc1nc2ccccc2c(=O)n1/N=C\c1ccc2c(c1)CCC2
10) COc1cc(/C=C/c2nnc(-c3cc(-c4ccc(Cl)c(Cl)c4)n[nH]3)o2)cc(OC)c1OC
11) Nc1nc2c(ncn2C2CCCCC2)c(=O)[nH]1
12) N#CC(C#N)=NNc1ccc(S(=O)(=O)O)cc1
13) Cc1nn(C)c2ncnc(Nc3ccc(Cl)cc3)c12
14) CC1=CC(=NN=c2cc(C)n([O-])c(C)c2)C=C(C)[N+]1=O
15) Nc1nc(-c2c[nH]c3ccccc23)cs1
16) O=C(Cn1cc(CSc2nc3ccccc3o2)nn1)Nc1cccc(C(F)(F)F)c1

Screen / compound no.,9,10,11,12,13,14,15,16
OVCAR-8,104,101,87,95,104,86,103,99
RXF 393,139,117,x,156,114,88,94,99
IGROV1,104,116,101,118,99,89,85,101
OVCAR-5,101,102,87,110,103,110,102,97
OVCAR-4,106,103,107,109,105,78,97,96
A498,138,116,87,90,61,124,114,98
ACHN,108,95,75,94,113,110,94,98
SK-OV-3,108,109,87,105,97,111,104,105
OVCAR-3,113,126,101,92,107,110,100,104

17) C=C(C)CNC(=O)OC(C)C
18) O=C(NCCc1ccccc1)C(Cl)Cl
19) C[N+]1(C)CCCC(OC(=O)C(O)(c2ccccc2)c2ccccc2)C1 (centres undefined)
20) CC#CC(=O)N1CCC[C@H]1c1nc(-c2ccc(C(=O)Nc3ccccn3)cc2)c2c(N)nccn12
21) O=C1N[C@H]2CCCC[C@@H]2C(=O)N1OS(=O)(=O)c1ccccc1
22) O=c1cc(-c2ccccc2)oc2cc(OCc3cn(Cc4ccc(F)cc4)nn3)cc(O)c12
23) NS(=O)(=O)c1ccc(-n2ncc3c(Nc4ccc(Cl)cc4)ncnc32)cc1
24) COCCOCC(=O)O

Screen / compound no.,17,18,19,20,21,22,23,24
OVCAR-8,101,125,99,78,101,20[100 µM],87,107
RXF 393,116,116,134,93,119,9.1*[100 µM],78,106
IGROV1,96,109,103,65,96,31[100 µM],89,121
OVCAR-5,111,111,104,79,107,84[100 µM],94,95
OVCAR-4,131,x,105,100,132,x,87,115
A498,113,131,106,111,108,63[100 µM],95,103
ACHN,107,107,101,74,101,5.2*[100 µM],94,100
SK-OV-3,111,104,105,-0.7*,106,21[100 µM],109,101
OVCAR-3,111,x,119,87,104,62[100 µM],110,112

25) Nc1nc(-c2c(Cl)cccc2Cl)nn1-c1nc2ccccc2s1
26) COc1cc(/C=N/Nc2ncnc3c2c(C)nn3C)cc(OC)c1OC
27) c1ccc(CSc2ncnc3nc[nH]c23)cc1
28) O=[N+]([O-])c1ccc(N2CCN=N2)cc1
29) O=C(O)c1ccc(-c2nn(-c3ccc(C(=O)O)cc3)cc2CNc2ccc(F)c(F)c2)cc1
30) O=C(/C(=C/c1ccc(O)cc1)c1ccccc1)c1ccccc1
31) Cc1cc(C)c([N+](=O)[O-])cc1[N+](=O)[O-]
32) O=C(O)c1ccc([N+](=O)[O-])cc1

Screen / compound no.,25,26,27,28,29,30,31,32
OVCAR-8,99,100,105&99,88,97,104,101,103
RXF 393,108,65,125&115,109,123,96,99,118
IGROV1,101,85,94&109,96,98,85,x,106
OVCAR-5,89,84,110&101,88,93,102,107,105
OVCAR-4,96,114,103&92,96,94,93,111,97
A498,103,73,131&95,72,66,89,152,107
ACHN,95,89,99&102,65,101,100,113,106
SK-OV-3,x,93,103,90,x,126,116,114
OVCAR-3,124,110,104&105,100,106,93,124,119

# Next section; it opens with the 2 that closed the last part.
31) Cc1cc(C)c([N+](=O)[O-])cc1[N+](=O)[O-]
32) O=C(O)c1ccc([N+](=O)[O-])cc1
33) CC1=CC(=O)Nc2cncnc2N1
34) O=C(O)c1cccc2c1C(=O)c1ccccc1-2
35) Nc1ccc(C2=NN(C(=O)c3cc(-c4ccc(Cl)cc4)nc4ccccc34)C(c3ccc(Cl)cc3)C2)cc1 (centres undefined)
36) CC(=O)Nc1ccc(S(=O)(=O)c2ccc([N+](=O)[O-])cc2)cc1
37) CN(C)CCC(=O)Nc1ccc(-n2cc(-c3cccc(NC(=S)Nc4cccc(-c5cn(-c6ccc(NC(=O)CCN(C)C)cc6)nn5)c4)c3)nn2)cc1
38) CCN(CC)CCOC(=O)c1ccc(NC(CO)CN(CC)CC)cc1 (centres undefined)
39) NC(N)=Nc1ccc(Oc2cccc(Oc3ccc(Cl)c(C(F)(F)F)c3)c2)cn1
40) CC(O)C(=O)OCCOc1ccccc1 (centres undefined)

Screen / compound no.,31,32,33,34,35,36,37,38,39,40
OVCAR-8,101,103,100,106,32,96,97,107,-51*,110
RXF 393,99,118,113,103,-4.4*,115,135,117,8.0*,103
IGROV1,x,106,103,126,49,x,86,104,-82*,111
OVCAR-5,107,105,105,109,81,98,113,110,-74*,106
OVCAR-4,111,97,103,113,72,92,x,x,-77*,113
A498,152,107,129,101,31,101,108,105,15,93
ACHN,113,106,110,96,54,101,117,109,-100*,115
SK-OV-3,116,114,110,102,32,97,115,104,76,123
OVCAR-3,124,119,134,112,8.1*,99,95,118,-95*,116

41) C=CCc1cc(C(=O)OCC)cc(OC)c1O
42) CCOC(=O)C1C(=O)C(=O)N(Cc2ccccc2)C1C(=O)OCC (centres undefined)
43) Cc1ccc(-c2cc(-c3cccnc3)[nH]c(=O)c2C#N)s1
44) O=C1NC(=S)S/C1=C\c1ccc(F)cc1
45) C=C1C[C@H](O)[C@H](Br)C(C)(C)[C@@]12CCC(C)=C(Cl)C2
46) O=C(O)CSC(SCC(=O)O)c1ccccc1Cl
47) O=C1CCCN1C(O)CCN(Cc1ccc(Cl)cc1)Cc1ccc2c(c1)OCO2 (centres undefined)
48) COc1cc(OC)c(S(=O)(=O)NNC(=O)c2ccncc2)cc1C1=NN(C(N)=S)C(c2ccc(Cl)cc2)C1 (centres undefined)

Screen / compound no.,41,42,43,44,45,46,47,48
OVCAR-8,99,104,102,103,29,106,125,108
RXF 393,112,108,102,101,x,137,127,111
IGROV1,106,128,103,102,40,105,101,102
OVCAR-5,100,92,95,105,43,113,106,105
OVCAR-4,107,91,102,95,27,x,103,114
A498,x,x,97,x,x,130,121,x
ACHN,102,102,100,102,24,102,112,102
SK-OV-3,99,104,100,94,12,108,99,123
OVCAR-3,108,118,100,111,35,123,114,113

49) NC(=O)Nc1ccc2ccccc2c1
50) O=c1[nH]c(-c2ccccn2)nc2sc3c(c12)CCCCCC3
51) COc1ccc(NC(=O)c2sc3nc(C)c(C(O)c4ccccc4)cc3c2N)cc1 (centres undefined)
52) CCN(SSN(CC)S(=O)(=O)c1ccc(C)cc1)S(=O)(=O)c1ccc(C)cc1
53) O=C(CSC(=S)N1CCCCC1)Nc1ccc(Cl)cc1
54) CCCSc1ccc2nc(NC(=O)OC)[nH]c2c1
55) C=C1CCC2C(C)(CO)C(O)CCC2(C)C1C/C=C1/C(=O)OCC1Oc1ccccc1C (centres undefined)
56) N#Cc1c(-c2ccc([N+](=O)[O-])cc2)cc(-c2ccc(NC(=O)CSc3nc4ccccc4c(=O)n3-c3ccccc3)cc2)nc1N

Screen / compound no.,49,50,51,52,53,54,55,56
OVCAR-8,100,30,28,108,72,17,72,97
RXF 393,115,51,-7.2*,107,115,-4.9*,109,104
IGROV1,108,42,37,97,94,45,74,86
OVCAR-5,86,59,38,100,102,34,92,98
OVCAR-4,96,28,78,101,104,49,75,89
A498,97,37,-1.8*,86,81,-5.4*,108,65
ACHN,91,38,45,95,42,49,92,96
SK-OV-3,97,45,24,93,96,6.9*,122,x
OVCAR-3,111,55,8.7*,114,85,-32*,34,100

57) Cn1c2c(c3ccc(Cl)c(Cl)c31)CCn1c-2nc2ccccc2c1=O
58) Fc1ccc2[nH]cc(SSc3c[nH]c4ccc(F)cc34)c2c1
59) O=C(Nc1ccc(NC(=O)c2ccccc2)c2c1C(=O)c1ccccc1C2=O)c1ccccc1
60) O=CNc1cccc(Cl)c1
61) O=C1CCC(N2Cc3c(CCCCCNC(=O)c4ccc(Nc5ccnc(-c6cncc7ccccc67)n5)cc4)cccc3C2=O)C(=O)N1 (centres undefined)
62) O=C(Nc1nccs1)c1ccc(N=Cc2c(O)[nH]c3ccccc23)cc1
63) OCC1(CCCc2ccccc2)CCCN(c2nccc3ccccc23)C1 (centres undefined)
64) CCCSc1nnc(-c2c(C)nc3ccc(C)cn23)o1

Screen / compound no.,57,58,59,60,61,62,63,64
OVCAR-8,105,41,96,105,90,102,23,92
RXF 393,x,14,85,102,106,108,61,106
IGROV1,90,78,83,106,89,103,62,80
OVCAR-5,98,47,102,94,104,105,62,108
OVCAR-4,99,47,96,106,86,107,33,83
A498,100,35,117,110,98,113,63,57
ACHN,97,55,110,96,96,101,52,94
SK-OV-3,93,95,106,101,x,122,58,x
OVCAR-3,107,51,152,116,88,109,46,109

65) COc1ccc(Cc2nnc(SCC(=O)c3ccc(Cl)cc3)n2-c2ccc(C)cc2)cc1
66) Cc1ccc(Cc2ccccc2)cc1
67) COc1cc(/C=C\c2cc(OC)c(OC)c(OC)c2)cc(NC(=O)/C=C/c2cc(OC)c(OC)c(OC)c2)c1OC
68) O=S(=O)(Nc1nccs1)c1ccccc1
69) COc1cccc(Cn2cc3c(c2-c2cc(OC)c(OC)c(OC)c2)CCCc2cnoc2-3)c1
70) CCOC(=O)C(C(=O)OCC)c1cccc(Cl)c1

Screen / compound no.,65,66,67,68,69,70
OVCAR-8,98,99,57,103,89,91
RXF 393,106,113,29,114,88,104
IGROV1,110,103,53,101,77,112
OVCAR-5,121,107,77,98,95,101
OVCAR-4,110,110,61,113,85,96
A498,74,86,41,93,87,94
ACHN,116,111,53,x,88,106
SK-OV-3,87,110,51,105,95,92
OVCAR-3,96,108,51,102,x,115

# 13 compounds from above, sorted by SMILES length, smallest number first:
60) O=CNc1cccc(Cl)c1
66) Cc1ccc(Cc2ccccc2)cc1
68) O=S(=O)(Nc1nccs1)c1ccccc1
70) CCOC(=O)C(C(=O)OCC)c1cccc(Cl)c1
64) CCCSc1nnc(-c2c(C)nc3ccc(C)cn23)o1
63) OCC1(CCCc2ccccc2)CCCN(c2nccc3ccccc23)C1 (centres undefined)
58) Fc1ccc2[nH]cc(SSc3c[nH]c4ccc(F)cc34)c2c1
62) O=C(Nc1nccs1)c1ccc(N=Cc2c(O)[nH]c3ccccc23)cc1
65) COc1ccc(Cc2nnc(SCC(=O)c3ccc(Cl)cc3)n2-c2ccc(C)cc2)cc1
55) C=C1CCC2C(C)(CO)C(O)CCC2(C)C1C/C=C1/C(=O)OCC1Oc1ccccc1C (centres undefined)

Screen / compound no.,60,66,68,70,64,63,58,62,65,55
OVCAR-8,105,99,103,91,92,23,41,102,98,72
RXF 393,102,113,114,104,106,61,14,108,106,109
IGROV1,106,103,101,112,80,62,78,103,110,74
OVCAR-5,94,107,98,101,108,62,47,105,121,92
OVCAR-4,106,110,113,96,83,33,47,107,110,75
A498,110,86,93,94,57,63,35,113,74,108
ACHN,96,111,x,106,94,52,55,101,116,92
SK-OV-3,101,110,105,92,x,58,95,122,87,122
OVCAR-3,116,108,102,115,109,46,51,109,96,34

59) O=C(Nc1ccc(NC(=O)c2ccccc2)c2c1C(=O)c1ccccc1C2=O)c1ccccc1
67) COc1cc(/C=C\c2cc(OC)c(OC)c(OC)c2)cc(NC(=O)/C=C/c2cc(OC)c(OC)c(OC)c2)c1OC
61) O=C1CCC(N2Cc3c(CCCCCNC(=O)c4ccc(Nc5ccnc(-c6cncc7ccccc67)n5)cc4)cccc3C2=O)C(=O)N1 (centres undefined)

Screen / compound no.,59,67,61
OVCAR-8,96,57,90
RXF 393,85,29,106
IGROV1,83,53,89
OVCAR-5,102,77,104
OVCAR-4,96,61,86
A498,117,41,98
ACHN,110,53,96
SK-OV-3,106,51,x
OVCAR-3,152,51,88

# Screens: PubChem BioAssay, NCI

# Random draw from the library. Share with any hit: about 11%.
